Growth percent in the NCI-60 one-dose screen (48 h, 10 µM unless noted): 100 = growth as untreated, 0 = no growth, -100 = all killed.
SW-620 = SW-620 colon cancer. hit rate 5.2% among 82,000. AID 1794795
HCT-116 = HCT-116 colon cancer; hit rate 7.3% among 82,000
HCC-2998 = HCC-2998 colon cancer. hit rate 4.7% among 79,000
786-0 = 786-0 renal cancer cells | AID 1794775 | hit rate 5.1% among 81,000
TK-10 = TK-10 renal cancer cells; hit rate 3.9% among 81,000; AID 1794769
HCT-15 = HCT-15 colon cancer; hit rate 5.2% among 82,000; AID 1794746
HT29 = HT29 colon cancer; hit rate 7.4% among 81,000
SN12C = SN12C renal cancer cells; hit rate 3.8% among 81,000
UO-31 = UO-31 renal cancer | hit rate 5.2% among 81,000
An asterisk follows results filed as active; x = no result given; & = joins results of further samples; [ ] = another dose, or the depositor's remark. Rule for the calls: active = growth percent below 10; inactive = the rest.

SMILES	SW-620	HCT-116	HCC-2998	786-0	TK-10	HCT-15	HT29	SN12C	UO-31
O=[N+]([O-])c1ccc(N/N=C/c2c(O)ccc3ccccc23)nc1	49	26	54	59	47	24	x	49	9.5*
Cc1ccc(-n2nnnc2N)c(C)c1	96	99	95	105	136	106	123	113	95
N#Cc1c(-c2ccc(Cl)cc2)[nH]c(=S)[nH]c1=O	102	97	108	96	96	105	105	103	90
C#C[C@]1(OC(C)=O)CCC2C3CCC4=CC(=O)CC[C@@H]4C3CC[C@@]21C (stereo not given in full)	106	90	94	105	106	98	100	100	91
O=C(CSc1nnc(-c2ccc(-c3nc4ccccc4[nH]3)cc2)o1)Nc1ccc(Cl)cc1	-51*	7.3*	60	-38*	59	19	27	20	58
COc1ccc(C(=O)n2c(C)ccc2C)cc1	105	96	98	99	97	99	96	108	77
COc1cc2c(cc1O)[C@@H]1[C@H](c3ccccc3Cl)OC(=O)N1CC2	101	92	100	95	99	110	105	102	100
Cc1ccccc1-c1cc(-c2cccs2)c(C#N)c(=O)[nH]1	100	93	95	95	106	89	119	96	96
COc1ccc2cc([C@@H]3C[C@@H]3CCO)ccc2c1	101	x	92	x	102	100	94	x	98
C=C(C)[C@@H]1CC[C@]2(COC3CCCCO3)CC[C@]3(C)[C@H](CC[C@@H]4[C@@]5(C)CC[C@H](OC(=O)c6cccc(OC(C)=O)c6OC(C)=O)C(C)(C)[C@@H]5CC[C@]43C)[C@@H]12 (stereo not given in full)	101	95	107	105	88	102	83	105	86
Nc1ccc(Nc2ccccc2)cc1	87&72	107&85	106&107	95&94	106&108	115&92	109&92	90&82	75&72
NC(=O)/C=C/c1ccco1	118	108	107	114	111	101	102	107	89
Nc1nc(Cl)c2ncn(Cc3ccc4c(c3)OCO4)c2n1	22	23	62	65	33	29	13	34	38
C/C(=N\N=C1\SCC(=O)N1c1cc(C)ccc1Cl)c1cc2ccccc2oc1=O	87	73	89	89	134	65	84	91	75
Cc1cccc(-c2nc(Nc3ccc4ncsc4c3)c3ccccc3n2)n1	80	77	116	88	87	71	43	92	69
CCCCN(CCCC)CCCO	120	110	94	109	85	100	126	107	104
CCNCCCn1c2c(c3cc(OC)c(OC)cc3c1=O)C(=O)c1cc3c(nc1-2)OCO3	39	-70*	20	-72*	98	-83*	26	-89*	-98*
COC1=C(OC)C(=O)C(SCCC(=O)OCCCCCC(C)C)=C(C)C1=O	100	103	84	106	96	90	103	95	88
O=C1C=CN2C(=O)CC=CC2[C@@H]1O (stereo not given in full)	111	97	114	110	118	138	110	106	78
COc1cc(CSc2nc3ccc(Cl)cc3c(=O)n2-c2ccccc2)cc(OC)c1OC	80	62	80	89	98	53	67	76	48
Cc1ccc2sc3c(Cl)nc4ccccc4c3c(=O)c2c1	91	102	100	111	137	106	100	96	72
N#Cc1c(NC(=O)c2ccccc2)n[nH]c1N	101	100	101	102	107	100	97	99	79
C#Cc1nc(C2=C(C)/C(=N/OCc3ccccc3)CC2)cs1	86	41	100	-96*	158	53	67	67	-94*
CC(=O)c1ccc(C(C)C)cc1	103	88	101	94	160	107	105	90	77
CC(C)N(C(=O)c1cccc([N+](=O)[O-])c1)C(C)C	107	111	90	106	135	98	x	104	104

2 of these compounds, set out differently:
Each structure is followed by: SW-620	HCT-116	HCC-2998	786-0	TK-10	HCT-15	HT29	SN12C	UO-31
COc1cc(CSc2nc3ccc(Cl)cc3c(=O)n2-c2ccccc2)cc(OC)c1OC
 : 80	62	80	89	98	53	67	76	48
Cc1ccc2sc3c(Cl)nc4ccccc4c3c(=O)c2c1
 : 91	102	100	111	137	106	100	96	72

(list continues)
SMILES	SW-620	HCT-116	HCC-2998	786-0	TK-10	HCT-15	HT29	SN12C	UO-31
O=C1C=C(S(=O)(=O)O)C(=O)c2ccccc21	100	96	102	104	127	92	109	94	66
COC(=O)[C@]12CC[C@@H](C)[C@H](C)[C@@H]1C1=CC[C@@H]3[C@@]4(C)C(C=O)=C[C@@](C)(COC(=O)/C=C/c5ccccc5)[C@@H]4[C@H](O)C[C@@]3(C)[C@]1(C)CC2	5.7*	-72*	-30*	-5.1*	26	2.4*	-23*	3.5*	3.6*
CSc1nnc(-c2ccc(NC(=O)c3cccnc3)cc2)o1	109	100	112	100	104	101	105	49	105
O=C(c1ccccc1)c1ccc(-c2ccc(O)cc2)cc1	45	59	x	73	69	57	120	83	45
COc1ccc(-c2nc3ccc(-c4nnc(SCC(=O)Nc5ccccc5)o4)cc3[nH]2)cc1	111	109	107	97	132	105	109	103	91
NCC(=O)NNc1n[nH]c(=S)n1N	96	106	105	102	108	102	112	104	91
Cc1cccc[n+]1CCC1CCCCC1	92	90	91	94	59	107	68	103	86
COc1cc(/C=C/c2cc(C(F)(F)F)[nH]c(=O)n2)ccc1OCc1ccccc1F	43	41	51	73	67	35	103	57	51
O=C(O)CCN1C(=O)/C(=C/c2cnc(CO)s2)SC1=S	102	100	110	105	94	103	96	104	91
Cc1cc2nc(/C=C/c3nc4cc(C)c(C)cc4[nH]3)[nH]c2cc1C	102	87	x	107	106	94	106	98	73
Cc1sc2nc(CSc3nnc(-c4ccco4)o3)[nH]c(=O)c2c1C	101	115	124	111	189	91	118	114	106
COc1ccc(/C=C2/N=C3N(N=C(CC#N)N3c3ccccc3)C2=O)cc1	102	104	109	112	140	107	109	103	78
CC1CCN(C(C(=O)c2ccccc2)c2ccccc2)CC1 (stereo not given)	107	87	105	99	95	102	78	101	93
O=C(c1nn(-c2ccccc2)c2c1CC(NCCc1ccc(C(F)(F)F)cc1)CC2)N1CCCCC1 (stereo not given)	91	81	87	72	103	88	87	87	55
O=C(CCl)Oc1ccc([N+](=O)[O-])cc1	113	110	102	108	109	110	119	116	61
Cc1ccc(-c2nnc(-c3cccc4ccccc34)o2)cc1	86	84	99	105	91	102	88	78	38
O=C1NC(=Nc2ccc(O)cc2)S/C1=C\c1cccs1	27	33	59	20	69	21	90	46	52
CCCCCCNC(=O)C(C)O (stereo not given)	103	99	113	x	107	100	110	111	98
CCOC(=O)C/C1=C/CC/C2=C/C[C@@H]3[C@@H](CCCC3(C)C)CC[C@H]3CCCC(C)(C)[C@H]3C/C=C(/CC/C=C(/CC(=O)OCC)CC1)CC2 (tested in a mixture with another compound)	112	113	116	109	134	122	99	90	106
COc1ccc(CCN2C(=O)/C(=C/c3ccc(C4Oc5ccccc5C5CC(c6ccc(C)cc6)=NN54)cc3)SC2=S)cc1 (stereo not given)	97	104	97	105	117	104	111	102	79
N#Cc1c(-c2ccc(Cl)cc2)c(C#N)c2c(C#N)c(N)nn2c1N	95	96	102	87	84	88	83	88	67
Cc1ccc2c(c1)ncn2-c1ncnc2c1CC(C)c1ccccc1N2C (stereo not given)	23	10	27	25	8.2*	8.4*	0.8*	21	27
CC(=O)C1CC1	102	93	104	98	96	90	102	114	87
C=C(C)[C@@H]1CC[C@]2(COCCC#N)CC[C@]3(C)[C@H](CC[C@@H]4[C@@](C)(CCCNCCC#N)[C@H](C(=C)C)CC[C@]43C)[C@@H]12	-38*[100 µM]	-54*[100 µM]	13[100 µM]	16[100 µM]	50[100 µM]	36[100 µM]	2.9*[100 µM]	28[100 µM]	15[100 µM]
CC1=NN(c2ccccc2)C(=O)/C1=C\c1ccccc1	103	109	115	107	115	105	98	99	87

One compound at a time, as listed above. Order of screens: SW-620 | HCT-116 | HCC-2998 | 786-0 | TK-10 | HCT-15 | HT29 | SN12C | UO-31
Listed for `COc1ccc(-c2nc3ccc(-c4nnc(SCC(=O)Nc5ccccc5)o4)cc3[nH]2)cc1` : 111 | 109 | 107 | 97 | 132 | 105 | 109 | 103 | 91
Listed for `Cc1cccc(-c2nc(Nc3ccc4ncsc4c3)c3ccccc3n2)n1` : 80 | 77 | 116 | 88 | 87 | 71 | 43 | 92 | 69
Listed for `Cc1cccc[n+]1CCC1CCCCC1` : 92 | 90 | 91 | 94 | 59 | 107 | 68 | 103 | 86
Listed for `O=C(c1nn(-c2ccccc2)c2c1CC(NCCc1ccc(C(F)(F)F)cc1)CC2)N1CCCCC1` (stereo not given) : 91 | 81 | 87 | 72 | 103 | 88 | 87 | 87 | 55
Listed for `N#Cc1c(-c2ccc(Cl)cc2)c(C#N)c2c(C#N)c(N)nn2c1N` : 95 | 96 | 102 | 87 | 84 | 88 | 83 | 88 | 67

Continued:
SMILES	SW-620	HCT-116	HCC-2998	786-0	TK-10	HCT-15	HT29	SN12C	UO-31
O=[N+]([O-])c1cc(Cl)ccc1Oc1ccc(Cl)cc1	98	94	101	112	94	95	94	107	75
Cn1nc(C(C)(C)C)c(C#N)c1Nc1ccccc1	105	85	94	92	127	92	103	96	103
CC(=O)OC1Oc2cc(C)c(C)cc2-c2oc(=O)c(-c3ccccc3)cc21 (stereo not given)	16	14	41	34	14	7.0*	-24*	44	17
O=C(C[C@]1(O)C(=O)Nc2ccc(Br)cc21)c1ccco1	95	105	115	108	125	105	101	90	75
COc1cc(CNC(=O)C[C@H](C)CCC=C(C)C)ccc1OCc1cn(-c2ccc([N+](=O)[O-])cc2)nn1	87	32	107	97	105	72	108	71	42
CSC(=S)O[C@@H]1CC(C)(C)CC2C3=CCC4[C@@]5(C)CCC(=O)C(C)(C)C5CC[C@@]4(C)[C@]3(C)CC[C@]21C(=O)O (stereo not given in full)	78	70	x	84	114	44	77	78	81
COC(=O)[C@]1(C)CCC[C@]2(C)[C@H]3C[C@H]4C(C(C)C)=C[C@]3(CC[C@H]21)[C@@H]1C(=O)N(OCCC#N)C(=O)[C@@H]14	92	91	95	92	99	86	101	96	80
CCCCCc1c(C)[nH]c(/C=C2\N=C(c3ccc[nH]3)C=C2Oc2ccccc2)c1C	-54*[100 µM]	-4.8*[100 µM]	-92*[100 µM]	-76*[100 µM]	-62*[100 µM]	-100*[100 µM]	-57*[100 µM]	-63*[100 µM]	-70*[100 µM]
C=Cn1c2ccccc2c2ccccc21	98	99	114	98	104	103	98	105	91
O=C(O)c1ccc(N/N=C\c2cc(=O)[nH]c(=O)[nH]2)cc1	104	109	101	112	109	104	106	106	105
COc1ccc(C(=O)c2cc(F)c(F)c(OC)c2F)cc1OC(=O)CCl	21	21	80	90	88	26	95	39	72
c1cc[c]([Bi]([c]2ccccc2)[c]2ccccc2)cc1	93	104	97	94	95	103	112	97	85
Cn1cc(-c2nc(-c3c[nH]c4c(Cl)nccc34)cs2)c2cc(F)ccc21	102	105	119	95	95	99	88	99	103
CCCNC(=O)c1sc2ncnc(Oc3ccc(NC(=O)Nc4cccc(OC)c4)cc3)c2c1C	122	82	103	91	102	95	94	88	59
Clc1ccc(-c2cnc3nonc3n2)cc1	102	96	113	105	120	69	113	111	88
COc1ccc(OC)cc1	101	98	102	100	105	98	104	96	85
CNC(=O)OCn1cnc(Cl)c1Cl	98	99	101	96	109	103	107	98	97
O=C(C[Si](CC(=O)c1cccc(C(F)(F)F)c1)CC(=O)c1cccc(C(F)(F)F)c1)c1cccc(C(F)(F)F)c1	35	23	84	76	x	99	63	69	31
O=c1[nH]n(C(=S)N/N=C/c2ccccc2Cl)c(=O)c2ccccc12	x	-83*	-37*	13	26	-41*	0.6*	7.3*	16
Clc1ccccc1NCSC1=NCCS1	108	101	x	107	129	118	113	97	76
NC(=O)N1CCN(C(N)=O)CC1	113	101	88	99	117	106	107	107	88
CC1=C(C(=O)Nc2ccccn2)C(c2cn(-c3ccccc3)nc2-c2ccc(F)cc2)C(C(=O)Nc2ccccn2)=C(C)N1	96	78	94	98	116	89	107	84	89
CC(=O)Nc1ccc(-c2cn(-c3cccc(C(=O)Nc4cccc(OC(F)(F)F)c4)c3)nn2)cn1	90	89	110	115	111	87	97	114	131
CCCCCCCCCCCCCCCCS(=O)(=O)Nc1cc(C(=O)NN)cc(C(=O)NN)c1	96	71	48	96	69	51	88	73	65
Cc1c2cccnc2c(C)c2c1c1ccccc1n2C	36	30	83	60	95	51	56	62	55

SMILES	SW-620	HCT-116	HCC-2998	786-0	TK-10	HCT-15	HT29	SN12C	UO-31
Cc1ccc(-c2nn(Cc3cn(-c4cc(C)nc5ccccc45)nn3)c3ncnc(N)c23)cc1	82	54	76	49	32	57	50	31	18
C/C(=C/C(=O)O)c1ccccc1	112	117	107	116	108	109	107	106	87
COc1cc2c(c(OC)c1OC)-c1ccc(N=NC(N)=S)c(=O)cc1[C@@H](NC(C)=O)CC2	17	-28*	-14*	9.8*	19	76	-2.5*	37	61
Cn1cc(-c2nc(N)nnc2-c2c[nH]c3ccccc23)c2cc(Br)cnc21	25	7.0*	-35*	28	64	10	-27*	18	12
CCC1c2ccc3cc(OC)ccc3c2CCC1(C)C(=O)O (stereo not given)	100	116	110	109	110	113	109	115	98
Nc1cc(C(F)(F)F)ccc1F	92	99	107	102	100	108	104	99	91
O=C(NCCCN1CCN(CCCNC(=O)C2CCCCC2)CC1)C1CCCCC1	95	96	100	96	113	97	108	97	86
CS(=O)(=O)c1ccc(-c2nc3ccccc3n2CC(N)=O)cc1	104	104	104	107	112	114	105	102	71
CCOC(=O)c1oc2cc(O)cc(C)c2c1C	118	100	108	83	95	96	x	92	76
O=C1/C(=C/c2ccccc2O)Oc2cc(O)ccc21	107	107	110	94	124	100	118	102	111
CCOC(=O)C(CC(=O)c1ccccc1)(NC(C)=O)C(=O)OCC	105	99	101	98	98	101	98	99	92
O=C1CCN(S(=O)(=O)c2ccc(OC(F)(F)F)cc2)CC1	97	99	109	100	95	102	109	97	92
CC(O)c1ccc[n+]([O-])c1 (stereo not given)	118	96	x	92	92	104	103	103	89
O=C1NC(C(=O)NCc2ccc(Cl)cc2Cl)C/C1=C\NCc1ccc(Cl)cc1Cl (stereo not given)	72	59	102	98	92	78	95	82	89
N#Cc1c(-c2ccc(Cl)cc2)nc(SCCCCC(=O)NO)[nH]c1=O	112	108	124	104	102	109	95	109	116
